# FH mod – Identification of activators of human fumarate hydratase by quantitative high-throughput screening; Fumarate hydratase, mitochondrial (Homo sapiens), P07954; FH coupled MDH/diaphorase resazurin fluorescence, 15 min; Potency, µM (top dose mostly 79.9 µM), for the others: at the top dose activity change, negative = inhibition, hits mostly inhibitors; 0.22% of 54,000 active; also: the screen sought activators but most active calls are inhibition curves; nearly all actives have a fitted effect of over 45% in size
# Target sequence (P07954 whole entry, looked up): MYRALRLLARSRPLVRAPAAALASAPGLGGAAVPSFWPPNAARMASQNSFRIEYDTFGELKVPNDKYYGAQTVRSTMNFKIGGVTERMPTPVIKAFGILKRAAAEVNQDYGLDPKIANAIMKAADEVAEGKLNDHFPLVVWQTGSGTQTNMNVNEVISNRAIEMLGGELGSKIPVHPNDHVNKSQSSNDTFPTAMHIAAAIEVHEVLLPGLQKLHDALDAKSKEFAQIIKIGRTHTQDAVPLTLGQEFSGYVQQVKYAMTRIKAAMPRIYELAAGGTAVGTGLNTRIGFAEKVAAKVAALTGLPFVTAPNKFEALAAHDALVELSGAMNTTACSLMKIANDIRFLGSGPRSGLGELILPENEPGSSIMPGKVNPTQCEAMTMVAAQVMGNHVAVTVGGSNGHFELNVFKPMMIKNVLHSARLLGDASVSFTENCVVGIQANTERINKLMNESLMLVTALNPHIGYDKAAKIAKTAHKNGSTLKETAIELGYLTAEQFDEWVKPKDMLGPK
# NTMT1 inhibitor – NTMT1 methyltransferase inhibition; NTMT1 MTase-Glo SAH luminescence, purified enzyme; 2.5% of 59,000 active; Potency, µM (series often up to 114 µM), inactives show at the top dose activity change, negative = inhibition, most hits filed as inhibitors;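 also: plate controls were DMSO vehicle for no effect and no enzyme for full effect; nearly all actives have a fitted effect of over 65% in size; many of its hits are not listed in these tables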
# Target sequence (Q9BV86 whole entry, looked up): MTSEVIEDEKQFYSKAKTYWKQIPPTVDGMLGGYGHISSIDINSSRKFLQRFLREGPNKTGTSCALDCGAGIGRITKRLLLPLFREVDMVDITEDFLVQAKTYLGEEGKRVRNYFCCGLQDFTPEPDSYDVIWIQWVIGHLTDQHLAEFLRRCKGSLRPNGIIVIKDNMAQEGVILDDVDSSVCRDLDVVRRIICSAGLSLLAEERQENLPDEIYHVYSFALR
# The depositor's hits bear a star; ? = inconclusive; & = joins results of further samples; ! = not active in a repeat; [ ] = another dose, or the depositor's remark. Calls follow the shape of the dose curve; as a rule, active = well fitted curve in the direction sought with a large enough effect; inconclusive = small, poorly fitted or top-dose-only effect, or another doubt; inactive = no such curve, though single readings can be large; an effect the other way counts as inactive or inconclusive. Unless noted, % is scaled to controls: 0 for no effect and ±100 for the full control effect; potency is read from the fitted curve at half-maximal effect. A portion of the library; the hit share may differ from the screen's.
# Below each compound: FH mod | NTMT1 inhibitor
COc1ccc(/C=C/C(=O)O[C@@H]2[C@@H](O)[C@@H](O)[C@H](O[C@@H]3C=C(CO)[C@H]4[C@H](O[C@@H]5O[C@H](CO)[C@@H](O)[C@H](O)[C@H]5O)OC=C[C@H]43)O[C@H]2C)cc1O
 : 1.9%[20.6 µM] | 0.0%[12.6 µM]
C[C@@H]1O[C@@H](O[C@H]2[C@H](OC(=O)[C@]34CCC(C)(C)C[C@H]3C3=CCC5[C@@]6(C)CC[C@H](O[C@@H]7O[C@H](CO[C@@H]8OC[C@H](O)[C@H](O)[C@H]8O)[C@@H](O)[C@H](O)[C@H]7O)C(C)(C)C6CC[C@@]5(C)[C@]3(C)C[C@H]4O)OC[C@@H](O)[C@@H]2O)[C@H](O)[C@H](O[C@@H]2OC[C@](O)(CO)[C@H]2O)[C@H]1O[C@@H]1OC[C@H](O)[C@H](O[C@@H]2OC[C@@H](O)[C@H](O)[C@H]2O)[C@H]1O (stereo partly specified)
 : 0.1%[13.5 µM] | 13.2%[6.45 µM]
CCOC(=O)c1c(C)n(C)c2ccc(O)cc12
 : 0.2%&-5.4%[53.3 µM] | ?
Nc1cc(C(Cl)=C(Cl)Cl)c(S(N)(=O)=O)cc1S(N)(=O)=O
 : -8.1%&1.5%[53.3 µM] | 37.9%&15.3%[activator][57.5 µM]
C[C@@H]1COCCN1c1cc(=O)n2c(n1)N(Cc1cncc(Cl)c1)[C@H](C(F)(F)F)CC2
 : 13.0% | ?
NC(=O)c1ncn([C@@H]2O[C@H](CO)[C@@H](O)[C@H]2O)c1O
 : 2.9%&0.0%[53.3 µM] | 13.7%
CC(=O)[C@@H]1CC[C@]2(C(=O)O)CC[C@]3(C)C(CCC4[C@@]5(C)CC[C@H](O)C(C)(C)C5CC[C@]43C)C12 (stereo partly specified)
 : 0.9%[53.3 µM] | -0.2%[29.8 µM]
COC(=O)[C@@]1(O)C=CC[C@@H]2[C@@]3(C)C[C@@H](c4ccoc4)OC(=O)[C@H]3CC[C@]21C
 : 4.7%[53.3 µM] | -21.4%[29.8 µM]
CN1CCN(C2CCC(n3cc(-c4ccc(Oc5ccccc5)cc4)c4c(N)ncnc43)CC2)CC1 (stereo unspecified)
 : 13.6% | 28.2µM*!
C[C@H](NC(c1cccc(C[P+](=O)O)c1)[C@H](C)O)c1ccc(Cl)c(Cl)c1 (stereo partly specified)
 : 4.0% | 0.7%[57.5 µM]
NCCCNCCSP(=O)(O)O
 : -20.2%[53.3 µM] | 19.9%[12.6 µM]
CC(C)=CCC/C(C)=C/CC/C(C)=C/C(=O)OCC(=O)[C@@]1(O)CC[C@H]2[C@@H]3CCC4=CC(=O)C=C[C@]4(C)[C@H]3[C@@H](O)C[C@@]21C
 : -8.6%[53.3 µM] | -13.3%[57.5 µM]
COc1cc(-c2cn(C3CCc4c(F)cccc4N(CC(F)(F)F)C3=O)nn2)ccc1-n1cnc(C)c1 (stereo unspecified)
 : -4.8% | 6.7%[57.5 µM]
CC(C)N1[N]C(=C2C=c3cc(O)ccc3=N2)c2c(N)ncnc21
 : 0.1%[53.3 µM] | 2.1%[57.5 µM]
COc1ccc2c3c1O[C@H]1C[C@@H](O)C=C[C@@]31CCN(C)C2
 : 5.7% | -24.9%[57.5 µM]
CC#C[C@@H](CC(=O)O)c1ccc(OCc2cccc(-c3ccc(C(F)(F)F)cc3)c2)cc1
 : ? | 22.4µM*
CC1=CC(=O)CC(C)(C)C1CCC(C)O[C@@H]1O[C@H](CO[C@@H]2OC[C@@H](O)[C@H](O)[C@H]2O)[C@@H](O)[C@H](O)[C@H]1O (stereo partly specified)
 : -0.6%[53.3 µM] | ?
C/C=C/C=C/C=C/C(=O)O[C@@H]1[C@@H](OC)C2=C(C(=O)N(C(CCC(=O)O)C(=O)O)C2)[C@@]2(C)CCCC(C)(C)[C@H]12 (stereo partly specified)
 : -0.2%[53.3 µM] | 8.2%[29.8 µM]
COc1ccc(CCO[C@@H]2O[C@H](CO[C@H]3OC[C@](O)(CO)[C@H]3O)[C@@H](OC(=O)/C=C/c3ccc(O)c(O)c3)[C@H](O[C@@H]3O[C@@H](C)[C@H](O)[C@@H](O)[C@H]3O)[C@H]2O)cc1OC
 : -0.9%[20.6 µM] | 2.4%[12.6 µM]
CC(=O)OC1CC2C3(C)CCC(OC(=O)CC(=O)O)C(C)(C)C3CCC2(C)C2(C)CCC(C3(C)CCC(=O)O3)C12 (stereo unspecified)
 : 0.5%[53.3 µM] | 8.7%[29.8 µM]
Cc1c(O)cc2c(c1O)COC1(O)CCCOC21 (stereo unspecified)
 : 5.9% | 1.8%[57.5 µM]
CCC1C(=O)OC23C=C[C@@H]4C(C(=O)O)=CO[C@H](O[C@@H]12)[C@@H]43 (stereo partly specified)
 : 6.9% | 16.9%[57.5 µM]
CC1(C)CCC[C@]2(C)C1CC=C(CO)[C@H]2CC/C(=C/CO)CO (stereo partly specified)
 : -3.9%[53.3 µM] | 6.3%[29.8 µM]
COc1ccc(C(OC2OC(CO)C(O)C(O)C2O)C(C)O)cc1 (stereo unspecified)
 : 7.4%[53.3 µM] | 15.9%[29.8 µM]
CC(C)(C(=O)O)c1ccc(C(O)CCCN2CCC(C(O)(c3ccccc3)c3ccccc3)CC2)cc1 (stereo unspecified)
 : -0.3% | 0.4%&4.7%[57.5 µM]
N[C@@H](CC(=O)N1CCn2c(nnc2C(F)(F)F)C1)Cc1cc(F)c(F)cc1F
 : 3.2%[53.3 µM] | 3.8%
COc1cccc(OC)c1-c1cc(C(=O)N[C@@H](CC(C)C)C(=O)O)nn1-c1ccnc2cc(Cl)ccc12
 : 1.3% | 1.9%[57.5 µM]
Cc1cc(C(C)(C)C)cc(C)c1CC1=NCCN1
 : 0.6%&-2.9%&6.3%[53.3 µM] | -8.5%
C[C@@H]1C(=O)O[C@H](C)[C@H]1C[C@@H](O)[C@](C)(O)[C@H]1CC[C@@]2(O)C3=CC(=O)[C@@H]4C[C@@H](O)[C@@H](O)C[C@]4(C)C3CC[C@]12C (stereo partly specified)
 : 3.5%[53.3 µM] | 9.1%[29.8 µM]
CN[C@H](C(=O)N[C@H](C(=O)N(C)[C@H](/C=C(\C)C(=O)O)C(C)C)C(C)(C)C)C(C)(C)c1ccccc1
 : 2.8% | 7.4%[57.5 µM]
CC(C)CNCc1ccc(-c2ccccc2S(=O)(=O)N2CCCC2)cc1
 : 1.6% | -20.1%[57.5 µM]
c1ccc2c(-c3cnn4cc(-c5ccc(N6CCNCC6)cc5)cnc34)ccnc2c1
 : -2.4%[53.3 µM] | 56.2µM*!
CC(COc1ccccc1)N(CCCl)Cc1ccccc1 (stereo unspecified)
 : -7.4%&-5.2%[53.3 µM] | ?
C=C1CCC2[C@@](C)(C=O)CCC[C@]2(C)[C@H]1CC/C(C)=C/CO (stereo partly specified)
 : -4.2% | ?
CC1(C)CC[C@]2(C(=O)O)CC[C@]3(C)C(=CCC4[C@@]5(C)C[C@@H](O)[C@H](O)[C@@](C)(CO)C5[C@H](O)C[C@]43C)[C@@H]2C1 (stereo partly specified)
 : -2.3%[53.3 µM] | 13.5%[29.8 µM]
CC(CNC1CCCCC1)OC(=O)c1ccccc1 (stereo unspecified)
 : 6.2%[53.3 µM] | 11.1%[57.5 µM]
N#CC1(c2ccc(NC(=O)c3cccnc3NCc3ccncc3)cc2)CCCC1
 : -6.5% | ?
Cc1cc(C(=O)Cn2cc(C#N)ccc2=O)c(C)n1Cc1ccccc1
 : 4.4% | -5.8%[57.5 µM]
CCOC(=O)c1c(C)nn(-c2cccc([N+](=O)[O-])c2)c1C
 : 1.5% | 20.3%[57.5 µM]
C/C=C(\C)C(=O)OC[C@H]1O[C@@H](O[C@H]2[C@@H](O[C@H]3O[C@H](COC(=O)/C(C)=C/C)[C@@H](O)[C@H](O)[C@H]3O[C@@H]3O[C@H](COC(=O)/C(C)=C/C)[C@@H](O)[C@H](OC(=O)/C(C)=C/C)[C@H]3O)O[C@H](COC(=O)/C(C)=C/C)[C@@H](O)[C@@H]2O)[C@H](O)[C@@H](O)[C@@H]1O
 : -1.3%[20.6 µM] | 8.0%[12.6 µM]

# The last 2 records of the part before lead into the next:
# Below each compound: FH mod | NTMT1 inhibitor
CCOC(=O)c1c(C)nn(-c2cccc([N+](=O)[O-])c2)c1C
 : 1.5% | 20.3%[57.5 µM]
C/C=C(\C)C(=O)OC[C@H]1O[C@@H](O[C@H]2[C@@H](O[C@H]3O[C@H](COC(=O)/C(C)=C/C)[C@@H](O)[C@H](O)[C@H]3O[C@@H]3O[C@H](COC(=O)/C(C)=C/C)[C@@H](O)[C@H](OC(=O)/C(C)=C/C)[C@H]3O)O[C@H](COC(=O)/C(C)=C/C)[C@@H](O)[C@@H]2O)[C@H](O)[C@@H](O)[C@@H]1O
 : -1.3%[20.6 µM] | 8.0%[12.6 µM]
CSc1nc(N)cc(Oc2ccc(-c3nc(Nc4cccc(C(F)(F)F)c4)n[nH]3)cc2)n1
 : ? | -16.3%
O=Cc1ccccc1C=O
 : 3.4%[53.3 µM] | 9.8%[57.5 µM]
CC(=O)OC1C(O)C2C(C)C3=CC(=O)OC3(O)CC2C2(C)CCCC(C)(CO)C12 (stereo unspecified)
 : -8.3%[53.3 µM] | 31.1%[activator][29.8 µM]
CC[C@]1(O)C[C@@H]2CN(CCc3c([nH]c4ccccc34)[C@@](C(=O)OC)(c3cc4c(cc3OC)N(C=O)[C@@H]3C45CCN4CC=C[C@](CC)([C@H]45)[C@@H](OC(C)=O)[C@]3(O)C(=O)OC)C2)C1 (stereo partly specified)
 : -13.6%[53.3 µM] | ?
C=C1CC[C@]2(C(=O)O[C@@H]3O[C@H](CO)[C@@H](O)[C@H](O)[C@H]3O)CC[C@]3(C)C(=CCC4[C@@]5(C)C[C@H](O)[C@@H](O[C@@H]6O[C@H](C(=O)O)[C@@H](O)[C@H](O)[C@H]6O)[C@](C)(C=O)C5CC[C@]43C)C2C1 (stereo partly specified)
 : 1.1%[20.6 µM] | -10.1%[12.6 µM]
CC(=O)OC1C(OC(=O)c2ccccc2)C2C(C)(C)CCC(OC(C)=O)C2(C)C23CCC(C)(C2)C(=O)CC13 (stereo unspecified)
 : -1.1%[53.3 µM] | -13.8%[29.8 µM]
CC(C)CC(=O)OC[C@H]1O[C@@](COC(=O)CC(C)C)(O[C@H]2O[C@H](CO)[C@@H](O)[C@H](O)[C@H]2OC(=O)CC(C)C)[C@@H](OC(=O)CC(C)C)[C@@H]1O
 : -0.8%[20.6 µM] | 2.2%[12.6 µM]
CCOC(=O)CCNc1cc(N2CCc3ccccc3CC2)nc(-c2cccnc2)n1
 : 0.0% | -12.1%[57.5 µM]
C[C@@H](N)C(=O)O
 : -0.3%[53.3 µM] | -4.9%[57.5 µM]
O=C(Nc1cccc(C2=NCCN2)c1)Nc1cccc(C2=NCCN2)c1
 : 9.3%[20.6 µM] | 10.2%[29.8 µM]
C[C@]12CCC(=O)C=C1CC[C@H]1[C@@H]3CC[C@](O)(C(=O)CO)[C@@]3(C)C[C@H](O)[C@@]12F
 : 0.9%[53.3 µM] | -1.1%[57.5 µM]
O=C1C(Cl)=C(NCCN2CCOCC2)C(=O)c2ncccc21
 : -19.4%[53.3 µM] | ?
COc1ccc(Oc2c(Cl)cnn(-c3cc(C)cc(C)c3)c2=O)cc1
 : -3.3% | 7.6%[57.5 µM]
CC[N+]1(CC)CCC(=C(c2ccccc2)c2ccccc2)C1C (stereo unspecified)
 : -0.8%[53.3 µM] | 27.7%[57.5 µM]
CCc1cnc(N2CCC(c3nc(COc4ccc(-n5cnnn5)cc4)cs3)CC2)nc1
 : 2.1% | 2.1%[57.5 µM]
Cc1cnc(-c2cnc(NCCNc3ccc(C#N)cn3)nc2-c2ccc(Cl)cc2Cl)[nH]1
 : -2.1% | ?
COc1ccc(-c2nc(N3CCOCC3)c3sc(CN(C)c4ncc(C(=O)NO)cn4)cc3n2)cn1
 : -5.3% | ?
COc1cc(Nc2nc3c(s2)CCCC3c2ccccc2)ccc1-n1cnc(C)c1 (stereo unspecified)
 : 8.7%[13.5 µM] | 3.1%[12.6 µM]
CCN(CCN(C)C)C(=O)CNCc1cc(C(N)=O)ccn1
 : ? | 6.8%[57.5 µM]
CC1=CC(=O)C(=C(C)C)CC2C(C)(O)CCC12O (stereo unspecified)
 : 7.1% | -21.3%[57.5 µM]
CN=C(N)NCCCCC/C=C(/C)CC(C)C1OC(=O)C(C)C(O)/C=C/C(C)C(O)CC(O)C(C)C(O)CCC(C)C(O)CC2(O)OC(CC(OC(=O)CC(=O)O)CC(O)CC(O)C(C)C(O)/C(C)=C/CCC1C)CC(O)C2O (stereo unspecified)
 : 0.5%[20.6 µM] | -6.2%[12.6 µM]
CO[C@@]1(NC(=O)Cc2cccs2)C(=O)N2C(C(=O)O)=C(COC(N)=O)CS[C@@H]21
 : 0.0%[53.3 µM] | 48.9%[activator][57.5 µM]
COc1ccc(C2Oc3c(OC)cc(CCCO)cc3C2COC2OC(CO)C(O)C(O)C2O)cc1OC (stereo unspecified)
 : -0.8%[53.3 µM] | 12.2%[29.8 µM]
Cc1ccc(S(=O)(=O)NC(=O)NN2CCCCCC2)cc1
 : -8.8%&2.1%[53.3 µM] | 26.9%[57.5 µM]
CCCCCCCCCCC(CO)CCCCCCCC (stereo unspecified)
 : -10.2%[53.3 µM] | 13.1%[57.5 µM]
COc1cc(COC2OC(CO)C(O)C(O)C2O)cc(OC)c1O (stereo unspecified)
 : -2.8%[53.3 µM] | 11.9%[29.8 µM]
Cc1cccn2c(=O)c(-c3nnn[nH]3)cnc12
 : -7.6%[20.6 µM] | -20.3%[29.8 µM]

# Source: PubChem (National Center for Advancing Translational Sciences (NCATS))
